Nrf2 block: Nrf2 pathway inhibition; A549 ARE-Fluc reporter, luciferase luminescence, 18-24 h; 360,000 compounds, 2.1% hits; AID 504444; Potency, µM (highest dose often 46 µM), for the others: top-dose activity change, negative = inhibition, actives largely listed as inhibitors; note: potency is the fitted concentration of half-maximal effect; % is set by controls: 0 for no effect and ±100 for the full control effect; nearly all actives have a fitted effect of over 60% in size
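Concentration-response testing used A549 ARE_Fluc cells at 5000 cells/well. Following an 18-24 h compound incubation, viability was read by fluorescence (Ex 405/Em 525) and luciferase output by luminescence.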
TGFb SMAD3 inh: TGF-b pathway inhibition. HepG2 CAGA-GFP TGF-b/SMAD3 reporter, GFP fluorescence, 18 h; TGF-beta stimulated, 500 pg/mL final. Potency, µM (doses to about 46.1 µM), without a hit: at the highest dose activity, negative = inhibition, actives largely listed as inhibitors. 410,000 compounds, 1.2% hits. AID 588855; note: potency is the fitted concentration of half-maximal effect; % is set by controls: 0 for no effect and ±100 for the full control effect; nearly all actives have a fitted effect of over 65% in size
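HEPG2 CAGA-GFP cells (1000/well, DMEM with 1% FBS) were pre-incubated 2 h at 37 degrees C, given compound by pin tool, then stimulated with TGF-beta at 500 pg/mL final for 18 h before per-cell GFP fluorescence imaging.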
ATXN viability: cell viability loss in ATXN counter-screen; S2 cells (HEK-293 line with an ATXN2-luciferase reporter) viability, CellTiter-Fluor protease fluorescence, 24 h; Potency, µM (doses to about 56.7 µM), usual class: cytotoxic; 400,000 compounds, 0.49% hits; AID 651635; note: potency is the fitted concentration of half-maximal effect; nearly all actives have a fitted effect of over 40% in size
Nrf2 activator: activators of Nrf2 (ARE) signaling; AID 624171; AREc32 ARE-luciferase reporter (MCF7-derived line), luminescence, 24 h; Potency, µM (highest dose often 46.1 µM), for the others: at the top dose activation, hits mostly activators; 410,000 compounds, 0.31% hits; note: potency is the fitted concentration of half-maximal effect; % of control where 0% means no effect; nearly all actives have a fitted effect of over 65% in size
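Each well held 1000 AREc32 cells, which were incubated with compound for 24 hr at 37 deg C after overnight attachment, and ARE reporter activity was quantified by firefly luciferase luminescence.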
MCF10A rereplic: inducers of DNA re-replication in MCF 10A breast cells | MCF 10A DNA re-replication, Hoechst nuclear intensity, 48 h | Potency, µM (top dose mostly 46.1 µM), inactives show at the top dose activity, positive = re-replication, most hits filed as activators | 350,000 compounds, 2.9% hits; note: potency is the fitted concentration of half-maximal effect; % of control where 0% means no effect; nearly all actives have a fitted effect of over 50% in size
IL-1B inflam inh: inflammasome signaling inhibition, IL-1 beta readout; THP-1 LPS/ATP IL-1B secretion, AlphaLISA, 16 h; hits give low values; activity change, % at 57.5 µM; 360,000 compounds, 4.7% hits; in the data active = activity change below about -50%; inconclusive = mostly about -30% to -49%; note: % is set by controls: 0 for no effect and ±100 for the full control effect
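THP-1 cells pretreated 1 hr with compounds (up to 57.5 uM final), then stimulated with LPS (250 ng/mL final) plus ATP (1.25 mM final); secreted IL-1B measured by AlphaLISA after 16 hr, decreased signal indicating inhibition.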
HepG2 viability: HepG2 cytotoxicity, counter-screen for TGF-b inhibitors. AID 588856. 410,000 compounds, 0.76% hits. HepG2 CAGA-GFP viability, ATP luminescence, 18 h. Potency, µM (titrated, usually from 46.1 µM), inactives show at the highest dose activity change, negative = cytotoxicity, most hits filed as cytotoxic; note: potency is the fitted concentration of half-maximal effect; some results filed as inactive show a strong effect at the top dose
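CellTiter-Glo luminescence gave cytotoxicity after 18 hours at 37 degrees C. The cells were HepG2 CAGA-GFP in 1% FBS DMEM, stimulated with 500 pg/mL TGF-beta after compound addition. %Activity was normalised to no-cell wells (complete cell-killing) and DMSO (no toxicity), and curves were fitted and classified.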
ATXN2 expr inh: ATXN2 expression inhibition; HEK-293 ATXN2-luciferase reporter, luminescence, 24 h; AID 1745845; Potency, µM (doses to about 57 µM), for the others: top-dose activity change, negative = inhibition, usual class: inhibitors; 360,000 compounds, 0.72% hits; note: potency is the fitted concentration of half-maximal effect; % is set by controls: 0 for no effect and ±100 for the full control effect; nearly all actives have a fitted effect of over 55% in size
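qHTS (up to 57 uM final) was run with 24 h compound exposure of reporter cells at 37 °C. Each well was multiplexed: SteadyGlo luminescence measured ATXN2-luciferase expression after a fluorogenic Gly-Phe-AFC viability readout (25 uM final).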
A549 tox: kills or reduces viability of A549 cells in Nrf2 counter-screen. A549 ARE-Fluc cells, CellTiter-Fluor viability, 18-24 h. Potency, µM (top dose mostly 46 µM), for the others: at the top dose activity change, negative = cytotoxicity, actives largely listed as inhibitors. 390,000 compounds, 0.16% hits; note: potency is the fitted concentration of half-maximal effect; % is set by controls: 0 for no effect and ±100 for the full control effect
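A549 ARE-Fluc cells in 5% FBS OPTI-MEM, 5000 cells/well, rested 2 h then exposed to compounds in concentration-response for 18-24 h at 37 °C. Viability by CellTiter-Fluor fluorescence (Ex 405/Em 525) after 30 min; luciferase luminescence (BugLite, 15 min, RT) read afterwards.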
An asterisk follows results filed as active; i = inactive; ? = inconclusive; / = no result given; [ ] = dose if it differs, or a comment. Unless noted, calls come from the whole dose curve; as a rule, active = well fitted curve in the direction sought with a large enough effect; inconclusive = small, poorly fitted or top-dose-only effect, or another doubt; inactive = no such curve, though single readings can be large; an effect the other way counts as inactive or inconclusive.

SMILES | Nrf2 block | TGFb SMAD3 inh | ATXN viability | Nrf2 activator | MCF10A rereplic | IL-1B inflam inh | HepG2 viability | ATXN2 expr inh | A549 tox
O=C(CCSCCC(=O)NN=Cc1ccccc1O)NN=Cc1ccccc1O | 0% | ? | ? | -0.2% | 16µM* | 29 | -37% | ? | -4%
O=C(COc1coc(CN2CCCc3ccccc32)cc1=O)Nc1cccc([N+](=O)[O-])c1 | -37% | -11% | i | 0.2% | 0% | 14 | 1% | -15% | 0%
O=C(/C=C/c1ccco1)NCC1COc2ccccc2O1 (stereo unspecified) | 28% | -23% | i | ? | 14% | 8 | -72% | 2% | -1%
CC1CCCC(C)N1NC(=S)Nc1ccc(OC(F)F)cc1 (stereo unspecified) | -4% | -6% | i | -0.4%[9.22 µM] | 0% | 6 | -17% | -6% | 15%
O=c1[nH]c(/C=C\c2cccnc2)c([N+](=O)[O-])c(=O)[nH]1 | -7% | 4% | i | -0.5% | ? | -5 | -37% | -34%[11.3 µM] | 0%
CCOC(=O)c1ccc(N=C2SC(C(=O)NC)CC(=O)N2CCc2ccccc2)cc1 (stereo unspecified) | 4% | -9% | i | -0.1% | 4% | -4 | -7% | -28% | 4%
O=C(Nc1ccc(S(=O)(=O)N2CCCC2)cc1)c1ccc([N+](=O)[O-])o1 | ? | ? | / | ? | 1.8µM* | -57* | 13µM* | ? | ?
CSc1ncccc1C(=O)OCc1nc2ccsc2c(=O)[nH]1 | 12% | -12% | i | ? | -2% | 19 | 4% | 16% | -8%
Cc1c(C2C(C#N)=C(N)OC3=C2C(=O)CCC3)cnn1C (stereo unspecified) | 2% | 2% | i | 5.6% | -3% | 13 | 0% | 0% | 5%
Cc1nn(CC(=O)NCc2ccccc2)c(=O)c2cccn12 | 7% | -7% | i | 0.3% | -4% | 1 | 0% | / | -1%
CCc1ccc(CN2CCC(C(=O)Nc3ccc(Oc4ccccc4)nc3)CC2)o1 | ? | ? | i | 7.4% | ? | -28 | -30% | -17% | -9%
C/C(=N\Nc1ccc(S(=O)(=O)Nc2ccccc2)cc1[N+](=O)[O-])c1ccc(N2CCOCC2)cc1 | -7% | -15% | i | 2.1% | -2% | 0 | -10% | / | 7%
c1ccc(-c2nc(-c3ccc(-c4ccon4)s3)no2)cc1 | ? | -1% | i | 10% | 1% | -3 | 0% | 37% | 11%
O=C(CCC(=O)Nc1ccccc1)NNC(=O)CCc1ccccc1 | -3% | 8% | i | 0.5% | -1% | 22 | 1% | 2% | -3%
CCN(CC)S(=O)(=O)c1ccc(OCC(=O)NCc2ccco2)cc1 | 0% | -6% | i | ? | -8% | -1 | -2% | 25% | -8%
Cc1csc(Nc2ccccc2)[n+]1C | 28% | -3% | i | 2.1% | -3% | -2 | 8% | 14%[11.3 µM] | -11%
Cc1ccc(CNc2nc3ccc(Cl)cc3n3cnnc23)cc1 | -10% | / | / | 1.1% | / | / | 25% | / | -4%
CC(C)Oc1cccc(C(=O)C2CCCN(C(=O)c3ccccn3)C2)c1 (stereo unspecified) | 7% | -18% | i | 1.5% | 12% | 36 | -10% | -5% | 4%
CCc1cc(C(=O)Nc2ccccc2N2CCOCC2)sc1C | 4% | 1% | ? | 2.7% | 8% | -12 | -14% | 19% | 4%
COCCCn1c(O)c(/C=C2\N=C(C#N)C(=Nc3ccc(C)cc3)O2)sc1=S | ? | ? | 35µM* | 9.6% | 9% | -82* | -50% | ? | ?
Cc1csc(NC(=O)c2cccnc2Cl)n1 | ? | 13% | i | 5.1% | 12% | 27 | -25% | 1% | 1%
CN1C(=O)c2cccc3c(S(=O)(=O)N4CCCC4C(=O)O)ccc1c23 (stereo unspecified) | -8% | -19% | i | -0.6% | 4% | -5 | -7% | 16% | -2%
CN1C(C(=O)NCc2cccc(Br)c2)CC2Cn3c(nc4ccccc43)C21 (stereo unspecified) | 5% | 5% | i | -0.9% | -34%[inhibitor] | 25 | 0% | 7% | 1%
O=C(NCc1nc2ccccc2[nH]1)C1=C[C@H](c2ccccc2)C[C@H](OCc2ccc(CO)cc2)O1 | 16% | -11% | ? | 4.4% | ? | ? | -2% | 6% | -1%
C/C(=N/NC(=O)c1nnn(-c2nonc2N)c1COc1ccccc1)c1ccc(O)cc1 | -12% | ? | ? | 5.6% | 7% | -26 | -40% | ? | 4%

Three of these compounds in another layout.
SMILES	Nrf2 block	TGFb SMAD3 inh	ATXN viability	Nrf2 activator	MCF10A rereplic	IL-1B inflam inh	HepG2 viability	ATXN2 expr inh	A549 tox
O=C(COc1coc(CN2CCCc3ccccc32)cc1=O)Nc1cccc([N+](=O)[O-])c1	-37%	-11%	i	0.2%	0%	14	1%	-15%	0%
O=C(/C=C/c1ccco1)NCC1COc2ccccc2O1 (stereo unspecified)	28%	-23%	i	?	14%	8	-72%	2%	-1%
CC1CCCC(C)N1NC(=S)Nc1ccc(OC(F)F)cc1 (stereo unspecified)	-4%	-6%	i	-0.4%[9.22 µM]	0%	6	-17%	-6%	15%

One compound at a time (already shown).
Record of O=C(NCc1nc2ccccc2[nH]1)C1=C[C@H](c2ccccc2)C[C@H](OCc2ccc(CO)cc2)O1 → Nrf2 block = 16%; TGFb SMAD3 inh = -11%; ATXN viability = ?; Nrf2 activator = 4.4%; MCF10A rereplic = ?; IL-1B inflam inh = ?; HepG2 viability = -2%; ATXN2 expr inh = 6%; A549 tox = -1%
Record of Cc1csc(Nc2ccccc2)[n+]1C → Nrf2 block = 28%; TGFb SMAD3 inh = -3%; ATXN viability = i; Nrf2 activator = 2.1%; MCF10A rereplic = -3%; IL-1B inflam inh = -2; HepG2 viability = 8%; ATXN2 expr inh = 14%[11.3 µM]; A549 tox = -11%

The listing picks up with the 2 entries that preceded the break.
SMILES | Nrf2 block | TGFb SMAD3 inh | ATXN viability | Nrf2 activator | MCF10A rereplic | IL-1B inflam inh | HepG2 viability | ATXN2 expr inh | A549 tox
O=C(NCc1nc2ccccc2[nH]1)C1=C[C@H](c2ccccc2)C[C@H](OCc2ccc(CO)cc2)O1 | 16% | -11% | ? | 4.4% | ? | ? | -2% | 6% | -1%
C/C(=N/NC(=O)c1nnn(-c2nonc2N)c1COc1ccccc1)c1ccc(O)cc1 | -12% | ? | ? | 5.6% | 7% | -26 | -40% | ? | 4%
Oc1ccccc1C1C=C(c2ccc3c(c2)OCO3)NC(c2ccc(Br)cc2)N1 (stereo unspecified) | 1% | -11% | / | / | / | / | -22% | / | -1%
CCCN1CCN(C(=O)Cn2cnc3ccc(S(=O)(=O)N4CCC(C)CC4)cc3c2=O)CC1 | -4% | 17% | i | 0.5% | -6% | -15 | 4% | -21%[11.3 µM] | 2%
CCN(CCn1cccn1)C(=O)CC1C(=O)NCCN1Cc1ccc(F)cc1 (stereo unspecified) | -8% | -10% | / | 4.6% | 1% | 12 | 0% | -8% | 3%
CCOC(=O)c1c(C)[nH]c(C(=O)NCCN2CCOCC2)c1C | -14% | 9% | i | -0.2% | 1% | -3 | -3% | 20% | 0%
N#Cc1cc([N+](=O)[O-])ccc1NC(=O)COC(=O)CN1C(=O)C2CCCCC2C1=O (stereo unspecified) | -8% | 2% | i | -0.8% | 1% | 9 | 9% | -12% | -3%
COc1cccc(CN(C)C[C@H]2OCc3cnnn3CCCC(=O)N([C@H](C)CO)C[C@@H]2C)c1 | / | -7% | i | -1.6% | / | 21 | -18% | -2% | /
COC(=O)[C@H](C)NC(=O)Nc1ccccc1F | / | 21% | i | -0.8% | -2% | 9 | 15% | 7% | -1%
O=C(NC1CCCC1)C1CCN(c2cnccn2)CC1 | -15% | 18% | i | 0.2% | -1% | 7 | 7% | -16%[11.3 µM] | 0%
CCC1(c2ccc(OC)cc2)NC(=O)N(CC(=O)c2ccc3c(c2)OCCO3)C1=O (stereo unspecified) | ? | 7% | i | 1.9% | -6% | -14 | 3% | 12% | 0%
Cc1cc(O)c(C=Nc2cccc(Cl)c2)c(=O)o1 | -1% | 22% | i | -0.2% | -4% | -2 | -1% | 17% | -9%
COc1ccccc1Nc1nc(N)nc(CN2CCCCCC2)n1 | -4% | -4% | i | 0.1% | 1% | 1 | -38% | 5% | 4%
COCCCN1C2=C(C(=O)CC(C)(C)C2)C(c2ccc(OC)c(OC)c2)C2=C1CC(C)(C)CC2=O | 8% | -26% | ? | -0.2% | 6% | -16 | -49% | -2% | -14%
COC(=O)c1ccccc1NC(=O)COC(=O)CSc1nnc(N)s1 | 15% | 7% | i | -0.2% | 7% | 10 | -1% | / | 17%
Cc1ccc(OCc2n[nH]c(=S)n2N)cc1C | 3% | -7% | i | -0.9% | -1% | 24 | -2% | 0% | 1%
Cc1cc(C)nc(NC(=O)c2ccc(Br)s2)n1 | -20% | 36%[activator] | i | -0.3% | -6% | -8 | 45% | -51% | 11%
CCC(C)(C)NC(=O)CN(C(=O)CNS(=O)(=O)c1ccccc1)c1ccc2c(c1)OCCO2 | ? | 8% | i | 0.3% | 0% | 5 | -4% | -14% | -2%
Cc1cc(N=Nc2ccc(Cl)cc2)cc(CN2CCOCC2)c1O | -14% | ? | i | -0.1% | -4% | -20 | 1% | -22% | 0%
COc1ccc(C)cc1NC(=O)c1cc(S(=O)(=O)N2CCCCC2)c[nH]1 | 9% | -30% | / | -0.6% | / | / | -14% | / | 0%

Some values from above.
CCC(C)(C)NC(=O)CN(C(=O)CNS(=O)(=O)c1ccccc1)c1ccc2c(c1)OCCO2 | A549 tox = -2%
COCCCN1C2=C(C(=O)CC(C)(C)C2)C(c2ccc(OC)c(OC)c2)C2=C1CC(C)(C)CC2=O | TGFb SMAD3 inh = -26%
COC(=O)[C@H](C)NC(=O)Nc1ccccc1F | A549 tox = -1%
COc1ccc(C)cc1NC(=O)c1cc(S(=O)(=O)N2CCCCC2)c[nH]1 | HepG2 viability = -14%
CCC1(c2ccc(OC)cc2)NC(=O)N(CC(=O)c2ccc3c(c2)OCCO3)C1=O (stereo unspecified) | Nrf2 activator = 1.9%
COc1ccccc1Nc1nc(N)nc(CN2CCCCCC2)n1 | ATXN2 expr inh = 5%
